AmpC detergent = inhibitors of E. coli AmpC beta-lactamase with detergent. hit rate 0.041% among 370,000. P00811. AmpC hydrolysis of nitrocefin, absorbance 480 nm, 0.01% Triton. AID 485294. Potency, µM (titrated, usually from 114 µM), without a hit: at the highest dose activity change, negative = inhibition, actives largely listed as inhibitors;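 also: potency is read from the fitted curve at half-maximal effect; 0% = no-compound wells and -100% = no-enzyme wells; nearly all actives have a fitted effect of over 25% in size; some results filed as inactive show a strong effect at the top dose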
Target sequence (P00811 whole entry, looked up): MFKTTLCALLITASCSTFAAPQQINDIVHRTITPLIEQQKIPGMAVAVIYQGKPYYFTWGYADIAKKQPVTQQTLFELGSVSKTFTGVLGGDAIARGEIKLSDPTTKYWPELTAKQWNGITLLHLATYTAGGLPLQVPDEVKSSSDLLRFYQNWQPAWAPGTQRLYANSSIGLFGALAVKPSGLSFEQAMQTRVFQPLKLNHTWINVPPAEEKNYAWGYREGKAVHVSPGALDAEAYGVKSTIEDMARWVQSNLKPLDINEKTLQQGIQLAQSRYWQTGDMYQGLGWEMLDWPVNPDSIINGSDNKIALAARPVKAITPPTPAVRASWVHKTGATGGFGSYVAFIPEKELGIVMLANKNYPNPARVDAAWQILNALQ
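AmpC (5.3 nM in the dispensed reagent) in 20 mM phosphate pH 7.0 with 0.01% (detergent screen) or 0.0001% Triton X-100 was preincubated with compounds for 15 min at room temperature. Nitrocefin was then added from an 800 uM solution, and hydrolysis was followed at 480 nm.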
HCV inhibitor = inhibitors of hepatitis C virus infection; Huh7.5.1 HCVcc-Cre infection, luciferase reporter, 44 h; Potency, µM (doses to about 41.8 µM), for the others: at the top dose activity change, negative = inhibition, hits mostly inhibitors; hit rate 3.4% among 340,000; also: potency is read from the fitted curve at half-maximal effect
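Cells (1,000/well) were plated 4 h before compound, then infected with HCVcc-Cre virus (~0.5 moi). After 44 h further culture, infection was read as luciferase luminescence following a 15 min substrate incubation at room temperature.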
AmpC inh no detg = blocks E. coli AmpC beta-lactamase in detergent-free assay; Potency, µM (series often up to 57.1 µM), for inactives: top-dose activity change, negative = inhibition, most hits filed as inhibitors; AID 485341; hit rate 0.52% among 330,000; P00811; AmpC nitrocefin hydrolysis, absorbance 480 nm, 0.0001% Triton;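 also: potency is read from the fitted curve at half-maximal effect; plate controls were no compound for no effect and no enzyme for full effect; nearly all actives have a fitted effect of over 20% in size; some results filed as inactive show a strong effect at the top dose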
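AmpC (5.3 nM in the dispensed reagent) in 20 mM phosphate pH 7.0 with 0.01% (detergent screen) or 0.0001% Triton X-100 was preincubated with compounds for 15 min at room temperature. Nitrocefin was then added from an 800 uM solution, and hydrolysis was followed at 480 nm.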
HCMV antiviral = blocks human cytomegalovirus replication. HFF cells, HCMV-luciferase reporter, 72 h; hits give low values. activity change, negative = inhibition, % at 57.5 µM. hit rate 4.5% among 410,000; in the data active = activity change below about -60%; inconclusive = no clear call, values can overlap the other calls; inactive = above about -39%
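Human foreskin fibroblasts infected with luciferase-reporter HCMV at MOI 1 PFU/cell, compounds at two doses. Luciferase measured 72 h post infection; normalized to buffer-only basal and Salinomycin (10uM) controls.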
FBPA Giardia inh = Giardia lamblia aldolase inhibition | purified Giardia FBPA | hit rate 0.71% among 290,000 | A8B2U2 | Potency, µM (titrated, usually from 59.6 µM), for inactives: at the highest dose activity, negative = inhibition, usual class: inhibitors; also: potency is read from the fitted curve at half-maximal effect; nearly all actives have a fitted effect of over 55% in size
Target sequence (A8B2U2 whole entry, looked up): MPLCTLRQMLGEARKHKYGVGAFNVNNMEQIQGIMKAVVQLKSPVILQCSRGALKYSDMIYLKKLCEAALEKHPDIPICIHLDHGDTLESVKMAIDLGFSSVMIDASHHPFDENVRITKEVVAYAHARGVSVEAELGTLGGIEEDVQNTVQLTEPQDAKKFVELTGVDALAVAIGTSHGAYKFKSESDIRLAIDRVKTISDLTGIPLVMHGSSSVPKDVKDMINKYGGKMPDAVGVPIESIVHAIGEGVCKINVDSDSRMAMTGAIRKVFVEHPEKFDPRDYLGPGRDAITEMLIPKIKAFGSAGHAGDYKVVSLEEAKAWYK
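40 nM FBPA preincubated 10 min at RT with compound (up to 57.5 uM final), then substrate plus GAPDH/TPI/NAD/arsenate coupling and diaphorase/resazurin added. Fluorescence read after 20 min at RT, 525/598 nm.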
Sm TGR block = S. mansoni TGR enzyme inhibition | Q962Y6 | purified TGR, DTNB reduction, TNB absorbance 405 nm | Potency, µM (series often up to 114 µM), for inactives: at the highest dose activity change, negative = inhibition, usual class: inhibitors | hit rate 3% among 360,000; also: potency is read from the fitted curve at half-maximal effect; nearly all actives have a fitted effect of over 60% in size
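Kinetic colorimetric format: TGR-catalysed, NADPH-driven DTNB reduction monitored via TNB absorbance. Enzyme dispensed at 20 nM; compound exposure 15 min at room temperature before reaction start.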
An asterisk follows results filed as active; u = inconclusive; x = not tested or not shown; & = joins results of further samples; ! = not active in a repeat; [ ] = remark or other dose. Unless noted, calls follow the shape of the dose curve; as a rule, active = well fitted curve in the direction sought with a large enough effect; inconclusive = small, poorly fitted or top-dose-only effect, or another doubt; inactive = no such curve, though single readings can be large; an effect the other way counts as inactive or inconclusive. Unless noted, % is scaled to controls: 0 for no effect and ±100 for the full control effect.

SMILES	AmpC detergent	HCV inhibitor	AmpC inh no detg	HCMV antiviral	FBPA Giardia inh	Sm TGR block
COc1cc(-c2cc3n(C)c(C)c(CCC(=O)NCc4ccccc4)c(=O)n3n2)cc(OC)c1OC	4%	x	x	73	x	10%
CCN(CC)c1ccc(CNC(=O)C/C(C)=N/NC(=O)COc2ccc(C)cc2Br)cc1	0%	-29%	24%	22	x	3%
Cc1occc1C(=O)NNC(=S)NCC(C)C	0%	3%	-9%	15	3%	-11%
CCCCOC(=O)N1CCOCCOCCN(C(=O)OCCCC)CCOCCOCC1	u	7%	136%[activator]	17	3%	-2%
COc1ccccc1/C=C/C(=O)NCc1ccccn1	0%	14%	2%	-25	0%	x
COc1ccc(OCCOc2ccc(/C=C3\C(=N)N4N=C(C)SC4=NC3=O)cc2)cc1	-2%	21%	-19%	14	x	-3%
Nc1ccc(C#Cc2ccc3c(=O)c4ccccc4oc3c2)cc1	-18%	u	-33%	45	8%	u
O=C(NNC(=O)C1CCCN(c2ncccn2)C1)c1ccncc1 (stereo not drawn)	2%	11%	-1%	3	0%	-10%[57.1 µM]
Cc1ccc(S(=O)(=O)/N=C(\N)Nc2nc(C)c3cc(C)c(C)cc3n2)cc1	1%	u	-44%	-20	0%	5%
Cc1ccccc1N=CC=C1OC(C)(C)C(C)(C)O1	u	5%	85%[activator]	10	5%	-18%
O=C(NC1CC1)C1CC(=O)N(C2CCCCC2)C1 (stereo not drawn)	-4%	12%	-13%	27	5%	0%
Cc1cc(=O)oc2cc(O[C@@H]3O[C@H](CO)[C@@H](O)[C@H](O)[C@H]3O)ccc12	-1%	0%	-13%	7	4%	19%
CCOC(=O)C1(CC2CCCCO2)CCN(C(=O)Nc2ccccc2SC)CC1 (stereo not drawn)	6%	-1%	27%	u	2%	6%
Cc1cnc(NC(=O)CCNC(=O)c2ccccc2Cl)s1	4%	16%	-23%	-7	3%	8%
CC1CN(C(=O)Nc2ccc(F)cc2)C2(CCCCCC2)O1 (stereo not drawn)	0%	7%	-16%	32	-2%	-4%
CCCCOC(=O)CSc1nc2c(cc1C#N)C(=O)CC(C)(C)C2	4%	9%	12%	7	3%	11%
OCC1(O)OC[C@@H](O)[C@H]1O (stereo partly drawn)	-7%	12%	2%	37	21%	-5%
CCC(=Nc1ccc(OC)cc1OC)c1c(O)n(C2CCCCC2)c(=O)[nH]c1=O	-14%	u	-1%	-26	-10%	3%
COc1ccccc1CCN=C(N)NS(=O)(=O)c1ccc(C)c(C)c1	-2%	u	-35%	x	3%	-1%
O=C(Nc1ccc(C(=O)N2CCCC2)cc1)c1ccccc1[N+](=O)[O-]	-13%	1%	-8%	28	2%	6%
Cn1cccc1Cc1nnc(SCC(=O)Nc2ccc3c(c2)OCO3)n1-c1ccc(F)cc1	1%	-18%&-21%	11%	-12	-7%	-7%
O=C(/C=C/c1ccccc1)NCCSCc1ccccc1Cl	0%	-12%	-28%	-40	-4%	4%
COc1cc(/C=N/NC(=O)COc2ccc(C)cc2)ccc1OC(=O)c1cccs1	-12%	29%	-26%	-9	-5%	-4%
CC(Sc1nc2ncc(Cl)cc2[nH]1)C(=O)c1c(N)n(C)c(=O)n(C)c1=O (stereo not drawn)	-18%	4%	-31%	-4	x	-1%
Cc1cc(-c2cccs2)c2c(N)c(C(=O)c3ccc4c(c3)OCO4)sc2n1	2%	u	-20%	-30	-7%	-4%

Next entries:
SMILES	AmpC detergent	HCV inhibitor	AmpC inh no detg	HCMV antiviral	FBPA Giardia inh	Sm TGR block
CONC(=O)C1CCN(C(=O)OCc2ccccc2)CC1	3%	-9%	u	55	-1%	1%
O=S(=O)(Nc1ccon1)c1ccc(F)c(F)c1	6%	10%	-24%	37	x	-1%
CC(=O)C(CC(=O)N1CCCc2ccccc21)C(=O)Nc1ccc(F)cc1 (stereo not drawn)	1%	-10%	20%	5	5%	-7%
Cn1cc(S(=O)(=O)N2CCCC2)cc1C(=O)NCc1ccc(F)cc1	-14%	-17%	0%	8	4%	-11%
CCOC(=O)c1cc2sc(C)cc2n1CC(=O)N1CCc2ccccc21	-8%	8%	-6%	-6	2%	-21%
COc1ccccc1N1CCN(S(=O)(=O)c2cc(-c3cc(C)no3)ccc2C)CC1	0%	x	x	u	x	7%
C[C@H](CO)N1C[C@H](C)[C@@H](CN(C)C(=O)NC2CCCCC2)Oc2ccc(NS(C)(=O)=O)cc2C1=O	x	23%	4%	17	x	x
O=c1cc(-c2ccccc2)nc(SCc2ccc(F)cc2)[nH]1	-12%	15%	-29%	24	0%	3%
Cc1ccc(-c2nc(CN3C(=O)CN=C(c4ccccc4)c4cc(Cl)ccc43)c(C)o2)cc1	20%	x	x	-5	x	0%
CN(C(=O)COC(=O)c1ccc(S(=O)(=O)N2CCOCC2)cc1)c1ccccc1	x	21%	2%	29	x	x
COc1ccc(CN2CCNC(=O)C2CC(=O)NCCSc2nccn2C)c(OC)c1 (stereo not drawn)	-10%	7%	12%	19	-10%	-16%
Oc1ccc(-c2nnc(SCc3ccccc3)o2)cc1	-8%	-26%	-25%	-8	7%	30%
O=C(CCNC(=O)c1ccc(Br)cc1)NCC(c1ccco1)N1CCCCC1 (stereo not drawn)	2%	2%	-5%	-12	x	-3%
CCOC(=O)/C(=N\Nc1ncnc2ccccc12)c1ccc(OC)cc1	-10%	5%	40%	134	-9%	5%
Cc1ccc(C(NC(=O)c2ccccc2S(C)(=O)=O)c2ccccc2)cc1 (stereo not drawn)	2%	2%	20%	18	4%	12%
CCc1nnc(NS(=O)(=O)c2ccc(NC(=S)NC(=O)/C=C/c3ccc(C(C)C)cc3)cc2)s1	-1%	22%	u	x	4%	-18%
N#C/C(=C\c1ccccc1)C(=O)Nc1nncs1	-9%	18%	-13%	0	0%	-5%
COc1cc(-c2noc(CN3CCN(c4cccc(Cl)c4)CC3)n2)cc(OC)c1OC	7%	x	x	-23	x	-3%
O=C1CC(c2cccc(Br)c2)c2cc3c(cc2N1)CCC3 (stereo not drawn)	-4%	u	-1%	-65*	1%	1%
COc1ccc(NS(=O)(=O)c2cccc(C(=O)OCC(=O)N3CCN(c4ccc(OC)cc4)CC3)c2)cc1	-9%	u	-14%	x	x	-12%
C#CCOCCOCCOCCNc1nc(N2CCN(C(=O)C(Cc3ccc(O)cc3)n3cc(C(N)CC(C)C)nn3)CC2)nc(N2CCN(C(=O)C(Cc3ccc(O)cc3)n3cc(C(N)C(C)CC)nn3)CC2)n1 (stereo not drawn)	-9%	7%	170%[activator]	-8	3%	-7%
CCOc1ccc(NC(=S)NN(C)C(=S)Nc2ccc(OCC)cc2)cc1	u	-4%	-48%	-10	-15%	1%
COc1cccc(/C=C2\Oc3cc(OCC(=O)N4CCCCC4)ccc3C2=O)c1OC	-15%	u	162%[activator]	-3	-6%	0%
Cc1ccc(C(=O)C2=C(O)C(=O)N(c3ncccn3)C2c2ccc(F)cc2)o1 (stereo not drawn)	1%	2%	-18%	8	-17%	-21%
CC(C)CCNC(=O)Cc1ccccc1[N+](=O)[O-]	-3%	11%	81%[activator]	23	-1%	2%

The list goes on:
SMILES	AmpC detergent	HCV inhibitor	AmpC inh no detg	HCMV antiviral	FBPA Giardia inh	Sm TGR block
COc1cc(S(=O)(=O)N(Cc2ccccn2)Cc2ccccc2Cl)ccc1-n1cnnn1	0%	-5%	55%	-14	-6%	2%
CC(=O)Nc1ccc(S(=O)(=O)NNC(=O)COc2ccc(C)cc2)cc1	-6%	5%	-5%	u	0%	-14%
CCN(CC)CCOc1ccc(/C(=C(/Cl)c2ccccc2)c2ccccc2)cc1	u	7.9µM*	102%&110%[activator]	-71*!	15%&-3%	-13%&16%
O=[N+]([O-])c1ccc(S(=O)(=O)N2CCN=C2SCc2cccnc2)cc1	3%	0%	-11%	-73*	-6%	-2%
Nc1cccc(C(=O)Nc2ccc(N)cc2Cl)c1	-11%	-25%	-25%	27	-1%	0%
CCOc1ccccc1CNS(=O)(=O)c1ccc(-c2cnc(C3CC3)o2)cc1	0%&-5%	u	-14%	-69*	x	7%&-1%
COc1cccc(Nc2nc(-c3sc(C)nc3C)cs2)c1	-6%	5µM*	-8%	10	3%	0%
O=C(Nc1nc(=O)n(C(=O)C2CC2)s1)c1ccccc1	-8%	u	-6%	-13	-27%	3%
CCOCC(=O)Nc1cc(C)on1	u	20%	-15%	10	-1%	-4%
CCc1ccc(C(=O)NNC(=O)C2CSC3(C)CCC(=O)N23)cc1 (stereo not drawn)	u	9%	-13%	-10	x	2%
COc1ccc(S(=O)(=O)N2CCC(C(=O)NCc3ccncc3)CC2)cc1C	-8%	-1%	-32%	-29	0%	-17%
COc1ccc(N2CCN(C(=O)COC(=O)/C=C/c3ccc(C(F)(F)F)cc3)CC2)cc1	u	13%	7%	-24	x	-9%
O=Cc1cc2ccccc2nc1SCc1ccc(Cl)cc1	u	u	-20%	-82*	1%	-21%
CCCNC(=O)OCC12CC3CC(CC(C3)C1)C2	-5%	1%	-13%	15	2%	-3%
C=CCNC(=O)c1cc(-c2ccccc2O)on1	2%	3%	u	53	3%	4%
CCOC(=O)c1sc2nc(C)nc(SCC(=O)NC(C)CCc3ccccc3)c2c1C (stereo not drawn)	2%	-2%	-17%	-3	1%	3%
Cc1nc(C)n(CCNC(=O)c2ccco2)n1	u	9%	-21%	-20	13%	-16%
O=C(COC(=O)c1ccco1)Nc1nc2ccc([N+](=O)[O-])cc2s1	-4%	-8%	-37%	-15	15%	-3%
Cc1ccccc1-n1nc2c(c1NC(=O)c1ccc3c(c1)OCO3)CS(=O)(=O)C2	-5%	x	-14%	2	4%	-20%
O=C(CN1C(=O)C2CC=CCC2C1=O)Nc1nnc(SCc2ccc(F)cc2)s1 (stereo not drawn)	-13%	30%	-17%	34	17%	-2%
Cn1c(/C=C/c2ccc(Cl)cc2)c([N+](=O)[O-])c(=O)n(C)c1=O	-1%	u	-1%	-98*	-2%	0%
COc1ccc2oc(C)c(C(N)=O)c2c1	-3%	-2%	-8%	-34	3%	7%
Cc1oc2ncn(CC(C)C)c(=O)c2c1C(=O)NCCc1ccc(Cl)cc1	6%	x	x	-3	x	9%
CC(C)CC1NC(=O)N(CC(=O)NC2CCCCC2)C1=O (stereo not drawn)	u	9%	-13%	-17	x	4%

Exported with values under each structure: part of the list above.
Below each SMILES – AmpC detergent	HCV inhibitor	AmpC inh no detg	HCMV antiviral	FBPA Giardia inh	Sm TGR block
Cc1nc(C)n(CCNC(=O)c2ccco2)n1
    u	9%	-21%	-20	13%	-16%
O=C(COC(=O)c1ccco1)Nc1nc2ccc([N+](=O)[O-])cc2s1
    -4%	-8%	-37%	-15	15%	-3%
Cc1ccccc1-n1nc2c(c1NC(=O)c1ccc3c(c1)OCO3)CS(=O)(=O)C2
    -5%	x	-14%	2	4%	-20%

One compound at a time (already shown).
CC(=O)Nc1ccc(S(=O)(=O)NNC(=O)COc2ccc(C)cc2)cc1 is listed with AmpC detergent: -6%; HCV inhibitor: 5%; AmpC inh no detg: -5%; HCMV antiviral: u; FBPA Giardia inh: 0%; Sm TGR block: -14%
CCOc1ccccc1CNS(=O)(=O)c1ccc(-c2cnc(C3CC3)o2)cc1 is listed with AmpC detergent: 0%&-5%; HCV inhibitor: u; AmpC inh no detg: -14%; HCMV antiviral: -69*; FBPA Giardia inh: x; Sm TGR block: 7%&-1%
